# HEK293 tox: cytotoxic in the GLP-1 receptor inverse agonist counter-screen. HEK293 cAMP-luciferase reporter cells, luminescence, 24 h. Potency, µM (highest dose often 38.3 µM), without a hit: at the highest dose activity change, negative = inhibition, usual class: inhibitors. 410,000 compounds, 0.13% hits;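 also: loss of luciferase light is scored as toxicity; potency is read from the fitted curve at half-maximal effect; % is scaled to controls: 0 for no effect and ±100 for the full control effect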
#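 To flag toxic compounds, the library was rerun on cells for 24 hr at 37 deg C and 5% CO2. Viability-linked luminescence was captured 12 min after adding luciferase detection reagent.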
# WRN inhibitor: blocks human WRN helicase; Q14191; WRN helicase unwinding, fluorescent forked duplex, kinetic; 360,000 compounds, 0.46% hits; Potency, µM (highest dose often 114 µM), inactives show at the top dose activity change, negative = inhibition, hits mostly inhibitors; also: potency is read from the fitted curve at half-maximal effect; % is scaled to controls: 0 for no effect and ±100 for the full control effect; nearly all actives have a fitted effect of over 55% in size
#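 Primary qHTS, 1536-well format. 20 nM WRN + compound, 15 min RT; start with 100 nM forked fluorophore/quencher duplex, 2 mM ATP (final); kinetic read ex 525/em 598 nm.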
# DRD3 antagonist: blocks the human D3 dopamine receptor; max response, negative = inhibition, %; AID 652054; D3R cells, DiscoveRx beta-arrestin luminescence, antagonist mode; stronger effect = lower value; 360,000 compounds, 2.5% hits; P35462; in the data active = max response below about -50%; inconclusive = no clear call, values can overlap the other calls; also: % is scaled to controls: 0 for no effect and ±100 for the full control effect; mostly tested at two doses, the higher about 12 µM
# Target sequence (P35462 whole entry, looked up): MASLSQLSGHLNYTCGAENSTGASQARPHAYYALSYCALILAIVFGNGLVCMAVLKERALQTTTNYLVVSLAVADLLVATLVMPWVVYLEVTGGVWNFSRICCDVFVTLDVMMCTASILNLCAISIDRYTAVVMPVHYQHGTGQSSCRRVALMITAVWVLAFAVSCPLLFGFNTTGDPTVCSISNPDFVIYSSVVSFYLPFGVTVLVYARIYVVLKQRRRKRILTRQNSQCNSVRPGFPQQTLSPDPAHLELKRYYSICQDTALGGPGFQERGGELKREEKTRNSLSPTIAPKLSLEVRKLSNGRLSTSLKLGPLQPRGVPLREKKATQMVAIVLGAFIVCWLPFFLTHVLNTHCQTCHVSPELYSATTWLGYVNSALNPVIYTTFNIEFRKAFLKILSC
#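 Cells expressing the human receptor were seeded at 1500 cells/well, incubated overnight at 37 degrees C in 5% CO2, then exposed to library compounds with dopamine controls for 90 minutes at 37 degrees C before luminescent detection.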
# D3 ag: D3 dopamine receptor (human) agonism | D3R DiscoveRx beta-arrestin cells, luminescence, 90 min | max activation, % | 410,000 compounds, 0.58% hits; in the data active = max activation above about 30%; also: 0% is about no effect; mostly tested at two doses, the higher about 12 µM
#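 Agonist mode: compounds and dopamine controls were applied to plated cells for 90 min at 37 degrees C after an overnight attachment at 1500 cells/well. Luminescent read-out followed 30 - 60 minutes at room temperature with DiscoveRx detection reagent.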
# GLP1R inv ag: GLP-1 receptor (human) inverse agonism; Potency, µM (doses to about 38.3 µM), for the others: at the top dose activity change, negative = inhibition, usual class: inhibitors; HEK293 GLP-1R CRE-luciferase, luminescence, 24 h; GLP-1R form is constitutively active; 410,000 compounds, 1.6% hits; also: potency is read from the fitted curve at half-maximal effect; % is scaled to controls: 0 for no effect and ±100 for the full control effect; nearly all actives have a fitted effect of over 55% in size
#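 Cells are plated, allowed 12 hours at 37 deg C, then treated with compounds for 24 hr before luciferase detection reagent is added and luminescence is read after 12 min at room temperature. The HEK293 line carries constitutively active GLP-1R with a cAMP-responsive reporter.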
# PLK1 PBD inh: inhibitors of human PLK1 polo-box domain binding | P53350 | Plk1 PBD binding of FITC phosphopeptide, fluorescence polarization | Potency, µM, without a hit: max response, negative = inhibition, actives largely listed as inhibitors | 360,000 compounds, 2.8% hits; also: potency is read from the fitted curve at half-maximal effect; series mostly up to about 57 µM; % is scaled to controls: 0 for no effect and ±100 for the full control effect; nearly all actives have a fitted effect of over 65% in size
# IL-2 act: activates IL-2 in a cell-based reporter assay; activation, % (series mostly up to about 46 µM); IL-2 activation reporter assay, cell-based qHTS; stimulated with anti-CD3/CD4/CD28 beads; in transgenic mouse T cells; 360,000 compounds, 0.065% hits; in the data active = activation above about 50%; inconclusive = mostly about 30% to 49%; also: 0% is about no effect
#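 Unstimulated transgenic mouse T cells, 750 per well, received compound and, after 60 minutes, anti-CD3/anti-CD4 bead plus anti-CD28 stimulation. EGFP and DsRed were quantified after 18 hours.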
# GLP1R ag: GLP-1 receptor (human) agonism | P43220 | HEK293 GLP-1R CRE-luciferase, luminescence, 4-6 h; cells express a hypersensitive GLP-1R form | Potency, µM (series often up to 45.6 µM), for the others: top-dose activation, most hits filed as activators | 380,000 compounds, 0.007% hits | AID 624172; also: potency is read from the fitted curve at half-maximal effect; % of control where 0% means no effect
# PI5P4Ka inh: blocks human PI5P4K alpha kinase activity. PI5P4Kalpha enzyme, ADP-Glo luminescence, 60 min; stronger effect = lower value. P48426. 330,000 compounds, 1.2% hits. max response, %; active = max response of -50% or lower; inconclusive = between -30% and -50%; inactive = -30% or higher; also: value at the top dose of about 77 µM; % is scaled to controls: 0 for no effect and ±100 for the full control effect
# Target sequence (P48426 whole entry, looked up): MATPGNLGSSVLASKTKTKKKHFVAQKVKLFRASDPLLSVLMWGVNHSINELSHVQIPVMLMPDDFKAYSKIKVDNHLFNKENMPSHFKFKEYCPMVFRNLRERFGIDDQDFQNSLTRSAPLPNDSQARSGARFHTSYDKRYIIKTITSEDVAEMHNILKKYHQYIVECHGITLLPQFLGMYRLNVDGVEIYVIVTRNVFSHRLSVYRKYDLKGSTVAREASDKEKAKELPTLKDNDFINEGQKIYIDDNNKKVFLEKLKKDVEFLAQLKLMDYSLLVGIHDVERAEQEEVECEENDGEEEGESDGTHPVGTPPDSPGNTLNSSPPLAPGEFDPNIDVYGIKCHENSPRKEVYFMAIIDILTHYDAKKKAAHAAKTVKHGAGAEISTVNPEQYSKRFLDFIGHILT
#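 Quantitative HTS of the MLSMR library against PI5P4Kalpha with substrate. ATP added last at 5 microM final; room temperature, 60 minutes. Remaining ATP depleted, ADP converted and read as luminescence.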
# Starred values were filed as active, the others as inactive; u = inconclusive; x = no result given; [ ] = another dose, or the depositor's remark. Unless noted, calls follow the shape of the dose curve; as a rule, active = well fitted curve in the direction sought with a large enough effect; inconclusive = small, poorly fitted or top-dose-only effect, or another doubt; inactive = no such curve, though single readings can be large; an effect the other way counts as inactive or inconclusive. Compounds were not picked by outcome (roughly 7.8% active in at least one column).
smiles	HEK293 tox	WRN inhibitor	DRD3 antagonist	D3 ag	GLP1R inv ag	PLK1 PBD inh	IL-2 act	GLP1R ag	PI5P4Ka inh
Cn1cc(S(=O)(=O)N2CCCCCC2)cc1C(=O)Nc1ccccc1F	5%	x	x	8	-19%	x	x	2%	x
COc1ccc(OC)c(CN2CCSCC2)c1	10%	-6%	6	1	-16%	2%	0.4	-3%	8
CC(c1ccccc1)n1cc(C(=O)NCc2cccnc2)nn1 (stereo unspecified)	9%	8%	-9	-9	-18%	u	-2.9	2%	-3
Cc1ccc(S(=O)(=O)N2CCN(C(=O)c3ccccc3)C2)cc1[N+](=O)[O-]	-17%	-2%	-4	2	-3%	-4%	0.5	10%	5
NC(Cc1ccccc1)c1csc(NC(=O)c2cccc(OC(F)(F)F)c2)n1 (stereo unspecified)	u	-6%	0	2	u	-11%	-0.6	-8%	20
Cc1cccc(Cl)c1OCCCN1CCOCC1	-17%	-10%	-1	-8	-33%	-10%	0.2	13%	-7
CN(C)C(=O)c1sccc1Oc1ccc(F)cc1[N+](=O)[O-]	4%	8%	7	6	5%	24µM*	1.3	4%	-20
Cc1cc(OC(=O)c2cc(F)c(F)cc2Cl)nc(C)n1	-2%	0%	24	10	-12%	0%	-1.5	-10%	x
CC1CCN(C(=O)CSc2nnc(CNC(=O)COc3ccc(Cl)cc3)o2)CC1	-5%	5%	8	0	-29%	-8%	-0.7	0%	-23
COc1ccccc1CNc1nc(=S)[nH]c2cc(OC)c(OC)cc12	-12%	-20%[57.1 µM]	-20	4	-11%	-20%	-1.3	0%	-3
COc1ccccc1C(=O)N/N=C(\C)CC(=O)Nc1ccc(Cl)cn1	-1%	-11%	u	-10	8%	-2%	-0.1	15%	1
NC(=O)COC(=O)CC12CC3CC(CC(Br)(C3)C1)C2	3%	-2%	-5	2	4%	12%	-1.3	-1%	0
COc1ccc(C(C)=O)cc1COC(=O)CCNS(=O)(=O)c1ccc(C)cc1	-3%	-7%	-1	2	79%[activator]	u	2.8	21%	-1
N#CCSc1nc2sccc2c(=O)n1-c1ccccc1	-30%	-11%	11	23	41%[activator]	-5%	0.2	29%	-70*
COc1ccc2nc(/N=C/c3c(C)[nH]n(-c4ccc(C)cc4C)c3=O)sc2c1	-3%	-12%	-3	2	20%	-26%	-0.1	12%	-11
CCOCCCNC(=O)CN(c1cc([N+](=O)[O-])ccc1OC)S(C)(=O)=O	-4%	-24%	-3	-2	3%	u	2.5	-2%	-15
CCc1ccc(Sc2cc(C(=O)NCCN3CCOCC3)c3ccccc3n2)cc1	1%	3%	-14	-12	u	-8%	-3.3	21%	1
COc1ccc(CN2CCNC(=O)C2CC(=O)N2CCCN(C(C)=O)CC2)c(OC)c1 (stereo unspecified)	-3%	-4%[57.1 µM]	4	24	-8%	-5%	1.7	11%	3
CCc1ccc(Oc2coc3cc(OCC(=O)Nc4cc(C)ccc4C)ccc3c2=O)cc1	-4%	6%	-13	6	-14%	-7%	0.0	0%	3
CCOC(=O)c1c(S(=O)(=O)NCc2ccco2)c(C)n(C)c1C	-5%	-7%	-8	2	u	-7%	-2.1	10%	-1
COc1ccc(S(=O)(=O)N2CCCOC2CNC(=O)C(=O)NCc2ccccc2C)cc1 (stereo unspecified)	-7%	1%	31	-2	32%[activator]	-8%	-2.3	4%	3
Cn1c(=O)cc(SCC(=O)N2CCN(C3CCCCC3)CC2)c2ccccc21	2%	-5%	-18	-13	-3%	0%	-6.0	6%	7
CC(=O)Nc1nnc(CCS(=O)(=O)c2ccc(C)cc2)s1	-1%	-1%	-10	7	5%	-29%	0.1	12%	0
CCn1cnc2cc(NCc3cccs3)ccc21	-6%	-1%	0	3	14%	-18%	-3.0	-2%	-8
CC1CN(C)C(C)C/C1=N\Oc1ccc([N+](=O)[O-])cc1 (stereo unspecified)	5%	4%	-24	-2	u	-2%	0.1	11%	-9
CCOC(=O)C1=C(CC)Nc2ccccc2N=C1NC(=O)Cn1cnc2ccccc2c1=O	-14%	-20%	-11	4	0%	-1%	-3.2	3%	x
Cc1sc2ncnc(SCC(=O)N3CCCC(C(N)=O)C3)c2c1C (stereo unspecified)	-4%	-3%	7	3	53%[activator]	-10%	-0.4	13%	2
CC1=CCC2C(=O)N(C(C)c3ccccc3)C(=O)C2C1 (stereo unspecified)	-3%	0%	59	2	2%	-9%	-0.4	1%	x
COc1cc(NC(=S)N2CCCC(CO)C2)cc(OC)c1 (stereo unspecified)	-2%	-28%	-1	-4	-11%	21µM*	0.0	2%	3
CNC(=O)CN(c1ccc(C23CC4CC(CC(C4)C2)C3)cc1)S(C)(=O)=O	3%	-31%	-7	-6	-32%	-10%	-0.2	12%	-3
O/N=C/Cc1[nH]c2ccccc2c1-c1ccccc1	-11%	-4%	-12	-9	-19%	-9%	-2.3	6%	-2
COc1cccc(/C=C/C(=O)OCC(=O)Nc2ccc(N3CCOCC3)cc2)c1OC	9%	1%	10	9	13%	-8%	-3.5	2%	1
O=C(Nc1ccnc(-c2cccnc2)n1)c1cccs1	7%	6%	7	-1	20%	-9%	-0.7	-2%	4
O=C1CC(N(CCc2ccccc2)C(=S)Nc2cc(Cl)ccc2Cl)C(=O)N1c1c(Cl)cccc1Cl (stereo unspecified)	-7%	-5%	2	1	4.5µM*	-20%	0.7	-6%	3
CC1CN(C(=O)COC(=O)c2ccc(Cl)c(S(=O)(=O)N3CCCCC3)c2)CC(C)O1 (stereo unspecified)	-6%	5%	6	3	-15%	-4%	1.2	16%	1
COc1cc(/C=C2\SC(=S)N(N3CCOCC3)C2=O)cc(OC)c1OC	-6%	5%	7	4	8%	-3%	-0.3	-16%	0
CCCCNC(=O)CSc1cc(=O)n(C)c2ccccc12	1%	-6%	12	8	31%[activator]	27µM*	-0.6	1%	-4
Cc1cc(C)cc(OCC(=O)Nc2nc3ccc([N+](=O)[O-])cc3s2)c1	21%	-16%	10	-4	14%	-7%	0.7	-3%	x
Cc1ccc(N(CC(N)=O)C2SC(=O)NC2=O)cc1 (stereo unspecified)	-5%	9%	2	0	-8%	-15%	0.7	-4%	3
Oc1ccc(N=Nc2ccc(Br)cc2)c(O)c1	u	1%	5	-1	u	-4%	-0.7	3%	3
O=[N+]([O-])c1ccccc1-c1ccc(CN2CCN(c3ccccc3)CC2)o1	9%	6%	-58*	0	u	-8%	0.5	11%	8
COc1ccc(CN2CCC(C(=O)c3ccc(F)cc3)CC2)cc1	2%	-3%	-120*	-21	u	-6%	-0.8	1%	-6
C/C(=N\NC(=O)COc1cc(C)cc(C)c1)c1ccc(N2CCOCC2)cc1	u	-1%	13	0	-9%	-13%	-0.7	9%	4
Cc1cccc(C)c1NC(=O)C(c1ccccc1)n1c(=O)c(-c2ccccc2)nc2ccccc21 (stereo unspecified)	-6%	-1%	5	1	u	-9%	-0.4	x	1
C=C(C)CNC(=S)N/N=C/c1ccccc1OCC(=O)O	8%[7.66 µM]	-5%	12	-4	6%[7.66 µM]	-23%	-0.4	-5%	1
CC1CCCC(N2CCN(C(=O)c3ccc([N+](=O)[O-])cc3)CC2)C1 (stereo unspecified)	1%	-8%	2	-4	0%	-10%	0.6	1%	-1
O=C(O)c1ccccc1S(=O)(=O)NCC(O)COC1CCCCC1 (stereo unspecified)	1%	-8%	-5	21	13%	-3%	-2.0	-1%	x
CC(C)C[C@H]1CNC(=S)N1CC1CCCN1C[C@H](CC(C)C)N1C[C@H](Cc2ccccc2)N(CC2CCCCCC2)C1=S (stereo partly specified)	-10%	1%	16	-9	5%	-3%	-0.6	11%	-1
COc1ccc(C(=O)/C=C(/C)N(C)C)cc1	18%	-34%[57.1 µM]	-24	1	-28%	-6%	-0.3	20%	7
CCNc1ccc(C(=O)O)cc1N	-2%	-16%	23	17	-28%	-3%	2.5	-18%	0
CCOCCCNC(=S)Nc1cc(C)cc(C)c1	-23%	-21%[57.1 µM]	3	3	-24%	0%	-0.6	4%	7
COc1ccc(OC)c(-c2csc(-c3cccs3)n2)c1	21%	2%	4	-5	u	-17%	-0.1	21%	25
c1ccc(Cn2nnnc2C(c2cccnc2)N2CCN(C3CCCCC3)CC2)cc1 (stereo unspecified)	-12%	-1%	13	9	-12%	-7%	-1.8	0%	x
COc1cccc(C(=O)Oc2ccc(N3C(=O)CCC3=O)c(C)c2)c1	0%	-5%	-23	-16	10%	4%	3.0	9%	4
CCCCCNC(=O)c1ccc2c(=O)n(CCCN3CCCC3=O)c(=S)[nH]c2c1	-6%	3%	-7	-6	u	-10%	-4.7	4%	-3
CC(C)(C)OC(=O)N1CCC(c2c(C(=O)NC3CC3)cnn2-c2ccc(Cl)cc2)CC1	-7%	-1%	7	1	-4%	-1%	0.9	-2%	2
CC1=CN2C(=NC(=O)CC2(C)C(=O)N(CC(=O)NC2CCCC2)c2cc(C)cc(C)c2)C=C1 (stereo unspecified)	-22%	0%	25	2	-2%	5%	-0.2	-2%	-2
Clc1ccccc1Cc1noc(CN2CCN(Cc3ccccn3)CC2)n1	1%	-31%	-14	4	-3%	-23%	0.5	5%	-4
C=C(C)C1CC=C(C)/C(=N/NC(=O)CNc2ccc(OCC)cc2)C1 (stereo unspecified)	0%	-6%	-5	1	-17%	-8%	0.3	0%	8

# Pulled by compound from the list above, 2 records:
smiles	HEK293 tox	WRN inhibitor	DRD3 antagonist	D3 ag	GLP1R inv ag	PLK1 PBD inh	IL-2 act	GLP1R ag	PI5P4Ka inh
CCOC(=O)C1=C(CC)Nc2ccccc2N=C1NC(=O)Cn1cnc2ccccc2c1=O	-14%	-20%	-11	4	0%	-1%	-3.2	3%	x
COc1cccc(C(=O)Oc2ccc(N3C(=O)CCC3=O)c(C)c2)c1	0%	-5%	-23	-16	10%	4%	3.0	9%	4

# From PubChem
